ST2 inh – IL1RL1 inhibition | AID 1259354 | inhibition, % for hits at 17 µM | AlphaLISA ST2-Fc/biotin-IL-33 interaction, 1 h | hit rate 2.3% among 78,000; in the data active = inhibition above about 30%; inconclusive = mostly about 10% to 28%
Target sequence (Q01638 whole entry, looked up): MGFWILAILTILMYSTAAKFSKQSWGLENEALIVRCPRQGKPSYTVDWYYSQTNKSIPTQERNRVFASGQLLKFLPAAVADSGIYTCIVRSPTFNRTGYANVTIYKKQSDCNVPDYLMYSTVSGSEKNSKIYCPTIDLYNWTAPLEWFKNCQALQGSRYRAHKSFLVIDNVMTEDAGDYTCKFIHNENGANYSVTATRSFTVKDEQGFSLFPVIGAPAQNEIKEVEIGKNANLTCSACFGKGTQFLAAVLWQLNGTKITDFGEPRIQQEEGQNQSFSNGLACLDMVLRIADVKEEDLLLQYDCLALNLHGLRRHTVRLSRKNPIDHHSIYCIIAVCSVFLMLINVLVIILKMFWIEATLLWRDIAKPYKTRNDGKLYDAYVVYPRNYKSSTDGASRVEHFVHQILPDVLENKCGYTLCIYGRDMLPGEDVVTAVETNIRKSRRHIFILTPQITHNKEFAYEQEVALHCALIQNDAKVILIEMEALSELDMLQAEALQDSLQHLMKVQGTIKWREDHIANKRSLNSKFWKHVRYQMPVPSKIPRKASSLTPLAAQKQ
An asterisk follows results filed as active; i = inactive; u = inconclusive. This is a subset; the hit share may differ from the screen's.

SMILES	ST2 inh
COc1ccc(Nc2cc(C)nc(Nc3ccc(NC(=O)CCC4CCCC4)cc3)n2)cc1	30%*
COc1ccc(-c2[nH]ncc2CNC(C)c2ccccc2Cl)cc1F (centres undefined)	i
O=C(CNC(=O)Cn1ccc2ccccc2c1=O)NCC1COc2ccccc2O1 (centres undefined)	i
COc1ccc(Cl)cc1NC(=O)CN1CCCC1	i
COC(=O)c1ccc(F)c(S(=O)(=O)N2CCOCC2)c1	i
Cc1nnc([C@H]2CCN(Cc3ccc(F)cc3)C2)o1	u
CCc1ccc(NC(=O)CCSc2ccccc2)cc1	i
COc1ccc2nc(SCC3=CC(C)(C)N(C(C)=O)c4ccccc43)nc(C)c2c1	i
CCOC(=O)C1=C(C)NC(SCC(=O)O)=NC1c1ccccc1 (centres undefined)	u
O=C(O)c1cc(NS(=O)(=O)c2cccc3nsnc23)cc(C(=O)O)c1	i
O=C(Nc1ccc(O)cc1)C1Cc2ccccc2CN1S(=O)(=O)c1cccs1 (centres undefined)	i
CN1CCCCC1CCNC(=O)c1ccc(N2CCNCC2)nc1 (centres undefined)	u
N#CC1=C(N)OC2=C(C(=O)CCC2)C1c1ccc(O)cc1 (centres undefined)	u
CCc1ccc(C2CC(c3ccc(C)cc3)n3nc(N)nc3N2)cc1 (centres undefined)	i
O=C(Nc1cccc([N+](=O)[O-])c1)c1cc(I)ccc1Cl	i
Nc1ccc(-c2cc(N)n(-c3ccc(Oc4ccccc4)c(S(=O)(=O)O)c3)n2)cc1	i
CC(Nc1ncnc2ccccc12)c1ccccc1 (centres undefined)	i
COc1ccc(N2CCN(Cc3cc(OC)c(O)c([N+](=O)[O-])c3)CC2)cc1	i
CC(=O)Nc1ccccc1C(=O)N1CCN(Cc2ccc3c(c2)OCO3)CC1	u
Cc1nn(Cc2ccccc2Cl)c(C)c1NC(=O)CCCn1nc([N+](=O)[O-])cc1C	i
CN(Cc1ccccc1)C(=O)c1nc2ccccn2c1CNCc1n[nH]c2c1CCC2	u
CCN(CC)S(=O)(=O)c1ccc(OC)c([N+](=O)[O-])c1	u
CC(C)c1cncnc1N1CC(c2cccnc2)C1	u
O=C(c1cc2ncccn2n1)N1CC[C@@H](c2ccc3c(c2)OCO3)[C@H](O)C1	i
C=C(C)CN(C)Cc1ccc(C(=O)Nc2ccc3c(c2)OCO3)cc1	i
Cc1ccc(N2C(=O)CC(NCC(C)c3ccccc3)C2=O)cc1 (centres undefined)	i
Cc1cc(C)cc(OCC(=O)Nc2ccc3oc(-c4ccncc4)nc3c2)c1	i
CCn1cnc2cc(NCc3ccc(OC)cc3OC)ccc21	u
Cc1cnc(-n2cnnc2)c(-c2cc(O)cc(CCC3CCCCN3)c2)c1 (centres undefined)	u
COc1cccc(C2C(N3C(=O)c4ccccc4C3=O)C(=O)N2c2ccc(C)c(C)c2)c1 (centres undefined)	i

Among those listed so far, these contain fluorine:
SMILES	ST2 inh
COc1ccc(-c2[nH]ncc2CNC(C)c2ccccc2Cl)cc1F (centres undefined)	i
COC(=O)c1ccc(F)c(S(=O)(=O)N2CCOCC2)c1	i
Cc1nnc([C@H]2CCN(Cc3ccc(F)cc3)C2)o1	u

The listing continues.
SMILES	ST2 inh
O=C(c1cc2ccccc2oc1=O)n1cc(Br)cn1	i
O=C(Nc1cc(C(F)(F)F)ccc1Cl)c1ccco1	i
O=C(CSc1nc2ccc(NC(=O)C3CCCCC3)cc2s1)NCC1CCCO1 (centres undefined)	i
CC1=C(C(=O)Nc2ccccn2)C(c2ccc(Cl)cc2)C2=C(CCCC2=O)N1 (centres undefined)	u
Cc1ccc(C(=O)Nc2c3c(nn2-c2ccc(C)cc2)CSC3)cc1	i
COc1cccc(C(=O)Nc2nc(C(F)(F)F)c(-c3ccccn3)s2)c1	i
COc1ccccc1-c1cc(C(=O)NC(C)c2cnn(-c3ccccn3)c2C)[nH]n1 (centres undefined)	u
Cc1cc(C)cc(-n2c(CN3CCN(C(=O)Nc4c(C)cccc4C)CC3)nc3cccnc32)c1	i
Nc1nc(-c2ccccc2)c(NC(=O)c2ccc(Cl)cc2)s1	i
Cn1cnnc1SCC(=O)Nc1ccccc1F	i
O=C(CN1CCN(c2ncccn2)CC1)Nc1cnc2n1CCCC2	u
O=C1CCCN2N=C(SCC(=O)Nc3ccc(Br)cc3)SC2=N1	i
CCOc1ccc(Cc2c(O)nc[nH]c2=O)cc1	i
Cc1c(C(=O)NC2CCCC2)oc2ccc(S(=O)(=O)N3CC(C)CC(C)C3)cc12 (centres undefined)	i
O=C(c1ccc2c(c1)N(Cc1ccccc1)C(=O)CS2)N1CCC2(CC1)OCCO2	i
NC(=O)[C@H](CC1CCCCC1)NC(=O)[C@@H]1CN(C(=O)Nc2ccccc2)CCN1S(=O)(=O)c1ccccc1	i
CCN(CC)S(=O)(=O)c1ccc(C(=O)N=c2sc3cc([N+](=O)[O-])ccc3n2C)cc1	u
O=C(Nc1nc2c(ccc3ccccc32)s1)c1cccs1	i
Cc1ccc(C)c(S(=O)(=O)NCC(=O)O)c1	i
COCCN1CC(C(=O)NCc2csc(-c3ccccc3)n2)CCC1=O (centres undefined)	i
O=C(Nc1ccc(Oc2ccccc2)nc1)C1CCN(C(=O)[C@@H]2C[C@@H]3C=C[C@H]2C3)CC1	i
C=CCN(CC=C)S(=O)(=O)c1ccc(C(=O)Nc2sc3c(c2C(N)=O)CCCCC3)cc1	i
O=C(NC1C[C@@H]1c1ccccc1)[C@@H]1CC1c1ccccc1 (some centres undefined)	i
CN(Cc1ccccc1)C(=O)[C@@H]1Cc2nc[nH]c2CN1C(=O)CC(C)(C)CC(=O)O	u
Cc1ccccc1Cn1nc(C)c(NC(=O)CCCn2nc([N+](=O)[O-])c(Cl)c2C)c1C	i
COc1ccc(N2C(=O)[C@@H]3C4c5ccccc5C(Br)(c5ccccc54)[C@@H]3C2=O)cc1	i
CCCCOc1ccc(OC(=O)Cn2cnc3sc4c(c3c2=O)CCCC4)cc1	i
CC1(C)Cc2c(sc(NC(=O)c3ccc(N4C(=O)C5C6C=CC(C6)C5C4=O)cc3)c2C#N)CO1 (centres undefined)	i
O=C(Nc1cccc(C(F)(F)F)c1)c1cc2cc(Br)ccc2oc1=O	i
COc1ccc(NC(=O)c2cccc(NC(=O)c3ccco3)c2)c(OC)c1	u
CC(C)(O)C#Cc1ccc(C#Cc2ccc(C#CC(C)(C)O)cc2)cc1	i
Cc1ccn2cc(-c3ccc(F)cc3)nc2c1	u
CCOc1ccccc1C(=O)NCc1nc2cccnc2n1Cc1ccc(C)cc1	i
Cc1cc2cccc(C(=O)NCC3(O)CCCNCC3)c2o1 (centres undefined)	i
CCc1ccc(C2CC(c3ccc(C)cc3)Nc3nc(N)nn32)cc1 (centres undefined)	i
Cc1ccc(SCc2cc(=O)[nH]c(SCC(=O)Nc3cccc(C(F)(F)F)c3)n2)cc1	i
Cc1cccn2c(=O)c3cc(C(=O)Nc4ccc(F)cc4)n(C)c3nc12	i
Cc1ccc(CNC(=O)Cc2c(C(=O)O)[nH]c3ccccc23)o1	i
CCOC(=O)C1(Cc2cccc(OC)c2)CCN(C(C)CCn2cccn2)CC1 (centres undefined)	u
CC(Oc1ccccc1)C(=O)NCCSc1c[nH]c2ccccc12 (centres undefined)	i

Two of these compounds, reformatted.
SMILES: COCCN1CC(C(=O)NCc2csc(-c3ccccc3)n2)CCC1=O (centres undefined)
- ST2 inh: i
SMILES: O=C(Nc1nc2c(ccc3ccccc32)s1)c1cccs1
- ST2 inh: i

Next entries
SMILES	ST2 inh
CS(=O)(=O)Nc1ccc(C(=O)OC2CCCCC2)cc1	i
COc1ccc(C)cc1N(CC(=O)Nc1ccc(Cl)cc1)S(C)(=O)=O	i
COc1cc2c(cc1OC)C(C(=O)N1CCCCCC1)C1c3ccccc3CCN1C2=O (centres undefined)	i
CC(C)CN1CCC[C@H]1c1nc(-c2ccc(F)cn2)no1	u
NC(=O)[C@H](Cc1cccs1)NC(=O)[C@@H]1[C@@H](NC(=O)Nc2ccc(F)cc2F)CCN1C(=O)c1cnccn1	u
O=C(c1ccccc1-c1nc2ccccc2[nH]1)N1CCCCC1	u
CSC1=N/C(=C\c2cccc(Br)c2)C(=O)S1	u
Cc1sc2c(c1C)C(=O)NC(c1cccc(O)c1)N2 (centres undefined)	u
C=CCN(Cc1cccnc1)C(=O)CC(=O)Nc1cc(C)cc(C)c1	i
COc1cc(CN2CCc3c(cc(-c4ccccc4OC)c(=O)n3Cc3ccccc3)C2)ccc1O	i
CN1CCCN(Cc2cccc(Oc3ccccc3)c2)CC1	i
CC(C)(C)NC(=O)Nc1ccc(Cl)cc1	i
CCN(CC)C(=O)c1sc2ncnc(N3CCCCC3C)c2c1C (centres undefined)	i
O=C(Nc1ccc(F)cc1F)c1noc2c1CCCC2	i
COc1ccc(N(C)S(=O)(=O)c2cccc3nonc23)cc1	i
Cc1nnc(-c2cccc(NC(=O)C3CCCCN3C(=O)c3cccs3)c2)s1 (centres undefined)	i
O=C(Cc1ccccc1)N1CCN(S(=O)(=O)c2ccc(F)cc2)CC1	i
Cc1nc2nc[nH]n2c(=O)c1NC(=O)Nc1cccc(F)c1	i
COCC(=O)Nc1ccc(Br)c(C)c1	i
CC(C)n1cnc(S(=O)(=O)N2CCC(C(=O)Nc3ccc(S(N)(=O)=O)cc3)CC2)c1	i
Cc1cccc(-c2c(-c3ccccc3)ncn2CCc2cn[nH]c2)c1C	i
COc1ccc(CNC(=O)C2CCCN2S(=O)(=O)c2cc3c(cc2C)NC(=O)CO3)cc1 (centres undefined)	i
COCCNC[C@@H]1C=C(C)[C@H](Cc2nnc(-c3ccc(OC)cc3)o2)C[C@H]1C(C)C	i
C=CCSc1nnc2c(n1)OC(c1sccc1C)N(C(C)=O)c1ccccc1-2 (centres undefined)	u
N#CC1=C2SCN(Cc3ccco3)CN2C(=O)CC1c1ccccc1F (centres undefined)	i
N[C@@H]1CC[C@@H](NS(=O)(=O)c2c(Cl)nc3sccn23)C1	i
CC(C)N1CCN(C(=O)c2cc(NC(=O)c3ccccc3)cc3ncn(C4CCCC4)c23)CC1	u
CSc1ccc(-c2ncnn2-c2ccc(C)c(Cl)c2)cc1	u
Cc1ccc(NC(=O)c2ccco2)c(C)c1	u
O=C(c1ccc(Oc2ccccc2)o1)N1CC(c2cccnc2)C1	i
Cc1cccn2c(=O)c(C=Nc3cccc(Cl)c3)c(NCc3ccco3)nc12	i
CCCNC(=O)C1CCC(Cn2c(=O)c3sccc3n(CC(=O)NC3CCCC3)c2=O)CC1 (centres undefined)	u
O=C(NCCc1nc(-c2ccccn2)no1)c1ccc2ncsc2c1	i
c1ccn(-c2ccc(N3CCOCC3)cc2)c1	u
Cc1ccc(OCc2cc(C(=O)N3CCCC3c3nc4ccccc4s3)no2)cn1 (centres undefined)	u
CCOC(=O)C1=NN(c2cccc(Cl)c2)C2C(=O)N(c3ccccc3OC)C(=O)C12 (centres undefined)	u
CCCCOC(=O)C1=C(C)Nc2ncnn2C1c1cccc(Br)c1 (centres undefined)	i
Cc1cc(CN2CCC(n3cc(Cc4ccccc4)nn3)CC2)n(C)n1	i
CCc1ccccc1NC(=O)COc1ccc(Cl)cc1Cl	i
CCCCN(CC)CCNC(=O)c1cn(C)c(=O)c2c1c1ccccc1n2C	i

An excerpt of these results, field by field.
CCCCOC(=O)C1=C(C)Nc2ncnn2C1c1cccc(Br)c1 (centres undefined)
  ST2 inh: i
Cc1cc(CN2CCC(n3cc(Cc4ccccc4)nn3)CC2)n(C)n1
  ST2 inh: i
CCc1ccccc1NC(=O)COc1ccc(Cl)cc1Cl
  ST2 inh: i
CCCCN(CC)CCNC(=O)c1cn(C)c(=O)c2c1c1ccccc1n2C
  ST2 inh: i

Additional results
SMILES	ST2 inh
CC1=CC(C)(C)N(C(=O)C(C)N2C(=O)c3ccccc3C2=O)c2cc(C)ccc21 (centres undefined)	i
O=C1CC(c2ccc(OC3OC(CO)C(O)C(O)C3OC3OCC(O)(CO)C3O)cc2)Oc2cc(O)ccc21 (centres undefined)	i
CC(C)=CCC[C@](C)(O[C@@H]1O[C@H](CO[C@@H]2O[C@@H](CO)[C@H](O)[C@H]2O)[C@@H](O)[C@H](O)[C@H]1O)[C@H]1CC[C@]2(C)C1[C@H](O)CC1[C@@]3(C)CC[C@H](O[C@@H]4O[C@H](CO)[C@@H](O)[C@H](O)[C@H]4O[C@@H]4O[C@H](CO)[C@@H](O)[C@H](O)[C@H]4O)C(C)(C)C3CC[C@]12C (some centres undefined)	i
COc1ccc(Nc2ccccc2C(=O)O)cc1	35%*
COc1ccccc1CN=c1c([N+](=O)[O-])nn(-c2ccccc2)n1O	u
CCOC(=O)Nc1ccc(S(=O)(=O)Nc2nccc(C)n2)cc1	u
Cc1ccc(NC(=O)CC(=O)N2CCC3(CCCN(C)CC3)CC2)cc1	u
Cc1c(C(=O)NC(C)C)oc2ccc(S(=O)(=O)N3CC(C)CC(C)C3)cc12 (centres undefined)	i
Cc1ccc(NC(=O)CN2C(=O)C(=O)c3ccccc32)c(C)c1	u
O=C(Nc1ccc([N+](=O)[O-])cc1Cl)c1cnc2n(c1=O)CCS2	i
COc1ccc2nc(N3CCc4ccccc4C3)sc2c1	u
O=[N+]([O-])c1cc(-n2ncnc2-c2ccc(Cl)cc2)ccc1F	i
COc1cccc(CNS(=O)(=O)c2cccc3nsnc23)c1	i
Cc1cc(Cl)nc(Cl)c1C(=O)Nc1ccc(Cl)cc1	i
FC(F)(F)c1ccnc(NCc2cccnc2-n2ccnc2)c1	i
c1ccc(C2=NC3(CCCC3)N=C2c2ccccc2)cc1	i
C=CCN(Cc1ccccn1)c1ncnc2sc3c(c12)CCNC3	u

In a second layout: entries from further up
> C=CCN(Cc1ccccn1)c1ncnc2sc3c(c12)CCNC3
  ST2 inh: u
> Cc1cc(Cl)nc(Cl)c1C(=O)Nc1ccc(Cl)cc1
  ST2 inh: i
> c1ccc(C2=NC3(CCCC3)N=C2c2ccccc2)cc1
  ST2 inh: i
> FC(F)(F)c1ccnc(NCc2cccnc2-n2ccnc2)c1
  ST2 inh: i
